Source: PubChem BioAssay
SKKanGAS inh: inhibitors of SKKanGAS S. pyogenes growth in kanamycin (SK-promoter or general growth effect) | 1.3% of 300,000 active | BacTiter-Glo, 6 h | inhibition, % at 7.5 µM;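 active = mean replicate score, as percent of positive control median, at least 50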;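 also: strain carries kanamycin resistance gene driven by streptokinase promoter and grows in 40 µg/ml kanamycin; loss of luminescence reflects streptokinase promoter inhibition or plain growth inhibition; 0% = median of DMSO wells and 100% = positive control at its reference dose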
KLF5 inh: inhibitors of KLF5 expression; AID 1700; inhibition, % at 5 µM; 0.23% of 290,000 active; DLD-1 KLF5 promoter-luciferase reporter, luminescence;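 active = inhibition above a per-plate limit of that plate's mean compound inhibition plus 3 SD, cut at about 60% in these data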;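 also: 0% = DMSO wells and 100% = LY294002 at 200 µM; higher means less KLF5 promoter-driven luciferase light; inactives centre near -14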
aSyn 5UTR inh: MLPCN primary screen, SNCA 5' untranslated region. 0.82% of 300,000 active. AID 1813. alpha-synuclein 5'UTR reporter, inhibitor activity. inhibition, % (tested at 7.5 µM); in the data active = inhibition above about 60%;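 also: H4 neuroglioblastoma cells stably carrying SNCA 5'UTR luciferase fusion; 0% = DMSO wells and 100% = positive control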
TRPC4 PAM: allosterically enhances the mouse TRPC4 cation channel; HEK293 TRPC4beta/mu-opioid, DAMGO EC20, Fluo-4 Ca2+ flux; hits give high values; B-score at 10 µM; 0.42% of 310,000 active; AID 2227;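 active = B-score of calcium response area above 5 SD of library B-scores, with initial fluorescence ratio within 5 SD of library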;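 also: B-score of integrated fluorescence ratio over time as area under calcium response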
Target sequence (Q9QUQ5 whole entry, looked up): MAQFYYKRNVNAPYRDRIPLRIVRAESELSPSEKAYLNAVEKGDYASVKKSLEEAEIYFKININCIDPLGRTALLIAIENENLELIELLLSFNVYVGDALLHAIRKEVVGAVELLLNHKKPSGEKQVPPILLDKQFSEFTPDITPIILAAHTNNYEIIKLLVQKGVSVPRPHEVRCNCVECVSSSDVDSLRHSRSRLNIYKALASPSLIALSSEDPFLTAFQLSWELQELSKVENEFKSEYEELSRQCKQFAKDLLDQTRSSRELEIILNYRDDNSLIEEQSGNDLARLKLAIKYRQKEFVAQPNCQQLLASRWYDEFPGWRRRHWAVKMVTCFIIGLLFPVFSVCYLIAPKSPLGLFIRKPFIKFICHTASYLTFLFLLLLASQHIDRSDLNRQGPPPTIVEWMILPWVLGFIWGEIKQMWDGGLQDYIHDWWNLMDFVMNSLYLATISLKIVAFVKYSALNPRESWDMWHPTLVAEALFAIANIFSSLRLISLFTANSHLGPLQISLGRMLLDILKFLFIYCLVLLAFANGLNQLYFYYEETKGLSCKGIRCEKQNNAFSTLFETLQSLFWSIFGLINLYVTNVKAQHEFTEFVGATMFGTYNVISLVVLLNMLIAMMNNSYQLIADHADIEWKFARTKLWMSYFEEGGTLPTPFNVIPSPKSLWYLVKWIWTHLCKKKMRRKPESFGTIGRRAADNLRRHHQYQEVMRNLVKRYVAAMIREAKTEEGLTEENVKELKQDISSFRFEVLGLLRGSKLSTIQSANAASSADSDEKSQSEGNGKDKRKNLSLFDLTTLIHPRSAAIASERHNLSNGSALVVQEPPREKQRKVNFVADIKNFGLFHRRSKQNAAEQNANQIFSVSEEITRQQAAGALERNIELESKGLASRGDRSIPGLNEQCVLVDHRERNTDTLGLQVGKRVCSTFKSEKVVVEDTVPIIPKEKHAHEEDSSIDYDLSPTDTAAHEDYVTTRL
MrgX1 antagonist: blocks BAM8-22 activation of human MrgX1 receptor | Q96LB2 | MRGX1-HEK293 calcium flux, Fluo-4, BAM8-22 antagonism; hits give low values | B-score at 10 µM | 1.3% of 310,000 active | AID 588676;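 active = calcium-response B-score plate-corrected more than 3 library SD below zero, starting fluorescence within 5 deviations, no agonist response on first addition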;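 also: peak minus trough fluorescence over baseline after final BAM8-22 challenge near maximal dose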
TRPC4 inh: blocks the mouse TRPC4 cation channel | Q9QUQ5 | HEK293 TRPC4beta/mu-opioid, DAMGO-evoked Fluo4 calcium flux; hits give low values | B-score at 10 µM | 0.39% of 300,000 active | AID 2247;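 active = B-score over 3 SD under the library average, no early fluorescence shift, positive overall ratio signal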
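Assay system: Stable TRPC4beta/mu-opioid receptor HEK293 cells | Reagent: DAMGO in two steps, submaximal then maximal | Compound dosing: Single concentration per test compound | Signal: Fluo4 Ca2+ flux fluorescence | Evaluation: Per-well B score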
IEC-6 tox: IEC-6 cytotoxicity, counter-screen for KLF5 inhibitors; luminescence viability; AID 1825; 0.78% of 290,000 active; inhibition, % at 5 µM; in the data active = inhibition above about 22%;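 also: 0% = plate median of test compound wells and 100% = cytotoxic reference compound wells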
TRPC6 inhibitor: blocks the mouse TRPC6 cation channel; Q61143; HEK293-TRPC6, membrane potential dye, ACh-evoked depolarization; hits give low values; B-score at 10 µM; 1.1% of 310,000 active;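 active = B-score under library mean minus 3 SD, initial fluorescence not abnormally high, positive integrated signal ratio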;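 also: B-score derived from integrated fluorescence ratio over the kinetic read; more negative B-score means stronger inhibition of depolarization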
TRPC4 act: opens the mouse TRPC4 cation channel; Q9QUQ5; HEK293 TRPC4beta/mu-opioid, Fluo4 calcium fluorescence; hits give high values; B-score at 10 µM; 0.49% of 310,000 active;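 active = B-score above 5 SD of library B-scores, and initial fluorescence ratio not above library mean plus 5 SD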;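 also: positive B-score marks a calcium rise read as TRPC4 activation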
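system = HEK293 cells stably co-expressing mouse TRPC4beta and mu-opioid receptor | schedule = Fluo4 dye loading 45 min at room temperature, 110 s recording | measure = B-scored integrated calcium fluorescence ratio | signal = Fluo4 calcium-sensitive dye fluorescence, kinetic, 1 Hz baseline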
HIF act: HIF pathway transcriptional activation; U2OS HRE-luciferase reporter, luminescence; normalized: DMSO 0%, desferrioxamine 100%; activation, % at 7.5 µM (by protocol); 0.32% of 300,000 active; AID 1910;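 active = mean activation of at least 10% of the iron chelator positive control signal, with at least half of replicates also reaching 10%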
TRPC6 activator: activators of mouse TRPC6 channel; Q61143; HEK293-TRPC6 membrane potential dye fluorescence; hits give high values; B-score at 10 µM; 0.13% of 310,000 active;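 active = B-score of the integrated fluorescence ratio above library mean plus 3 SD, and starting fluorescence ratio within library mean plus 5 SD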;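 also: higher score means more depolarization so channel activation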
The depositor's hits bear a star; i = inactive; x = no result given. Some of the compounds tested; rates above refer to the full screens.

SMILES | SKKanGAS inh | KLF5 inh | aSyn 5UTR inh | TRPC4 PAM | MrgX1 antagonist | TRPC4 inh | IEC-6 tox | TRPC6 inhibitor | TRPC4 act | HIF act | TRPC6 activator
CNCCc1c[nH]c2ccccc12 | -3 | -22 | -19 | i | i | i | 5 | i | i | 0.0 | i
CN(C)CCN=Cc1c(O)n(-c2cccc3ccccc23)c(=O)[nH]c1=O | -6 | -44 | -3 | i | i | i | 0 | i | i | -0.3 | i
O=C(Nc1ccccc1)c1c(O)[nH]c(=O)[nH]c1=O | 2 | x | 6 | i | i | i | x | i | i | -0.6 | i
CCCCc1ncc(CN2CCCC(C(=O)c3ccc(SC)cc3)C2)[nH]1 (stereo unspecified) | -1 | -6 | -1 | i | i | -6* | 1 | i | i | -0.4 | i
C=Cn1ccnc1P(=S)(c1nccn1C=C)C1CCCCC1 | 13 | -17 | -17 | i | i | i | -2 | i | i | -0.1 | i
Cc1cc(OC(=O)N(C)C)nc2c1c(C)nn2C | 0 | -18 | 1 | i | i | i | -6 | i | i | -0.1 | i
CCCCC/C=C\C/C=C\C/C=C\C/C=C\CCCC(=O)Nc1ccc(O)cc1 | 107* | -13 | -10 | i | i | i | 7 | i | i | -0.4 | i
COc1ccc(NC(=O)CN2CC=C(c3ccccc3)CC2)cc1S(=O)(=O)N1CCOCC1 | -4 | -28 | -24 | i | i | i | -7 | i | i | 0.0 | i
Cc1ccc(Cn2cc(C=O)c(-c3ccc(F)cc3)n2)cc1 | -4 | -20 | -7 | i | i | i | -4 | i | i | -12 | i
CCCC(=O)c1c(O)[nH]c(=O)[nH]c1=O | 8 | 1 | x | i | i | i | 3 | i | i | 0.0 | i
Cc1cc(OC(C)C(=O)N[C@H](C(=O)O)c2ccccc2)c2c3c(c(=O)oc2c1)CCC3 (stereo partly specified) | 3 | -14 | 2 | i | i | i | 4 | i | i | -0.3 | i
COC(=O)C1=C(c2cc3ccccc3s2)C[C@@H]2CC[C@H]1N2C(=O)N1CCOCC1 | -2 | x | 27 | i | i | i | x | i | i | 1.0 | i
Cc1nc2nc(C)c(CCC(=O)N3CCC4(CC3)OCCO4)c(C)n2n1 | -3 | -41 | 5 | i | i | i | 1 | i | i | -0.6 | i
CCCCCC(=O)N[C@@H](c1ccccc1)[C@@H](O)C(=O)O[C@H]1C[C@@]2(O)[C@@H](OC(=O)c3ccccc3)C3[C@](C)(C(=O)[C@H](O)C(=C1C)C2(C)C)[C@@H](OC1OCC(O)C(O)C1O)C[C@H]1OC[C@@]31OC(C)=O (stereo partly specified) | 5 | 17 | 7 | i | i | i | 68* | i | i | 1.3 | i
CCC1(CC)C(=N)N(C)C(=O)NC1=O | 1 | -1 | 9 | i | i | i | -7 | i | i | -0.6 | i
CC(NCc1ccc(Cl)c(Cl)c1)C(O)c1ccccc1 (stereo unspecified) | 18 | -23 | 3 | i | i | i | 0 | i | i | -0.4 | i
CCOc1ccc(-c2cc(C)[n+](CCc3ccc(OC)c(OC)c3)c(-c3ccc(OCC)cc3)c2)cc1 | 11 | 34 | 44 | i | -13* | i | 3 | i | i | 2.3 | i
Cc1cc(/C=C2\C(=O)NC(=O)N(c3cccc(F)c3)C2=O)c(C)n1-c1cc(C(=O)O)cc(C(=O)O)c1 | -12 | 9 | 23 | i | i | i | -13 | i | i | -0.2 | i
COC(=O)C1=C(c2ccccc2)C[C@@H]2CC[C@H]1N2C(=O)NCCCOC(C)C | 1 | x | 3 | i | i | i | x | i | i | -0.2 | i
Cc1cc(C)c(-n2c(O)c(/C=N/N3CCCCC3c3cccnc3)c(=O)[nH]c2=O)c(C)c1 (stereo unspecified) | -2 | -9 | -3 | i | i | i | 3 | i | i | 0.0 | i
O=[P+](Cc1ccccc1)Cc1ccccc1 | 4 | 3 | 20 | i | i | i | -6 | i | i | -0.4 | i
CC(=O)Nc1ccc(OC(=O)N(C)c2ccc(C)cc2)cc1 | -8 | -35 | 10 | i | i | i | 1 | i | i | -0.1 | i
O=C1/C(=C/c2ccncc2)N2CCC1CC2 | -2 | 2 | 2 | i | i | i | 0 | i | i | -0.3 | i
Cc1cc(N2C(=O)C3CCCN3C2c2ccc(Cl)c(Cl)c2)no1 (stereo unspecified) | -4 | -12 | 15 | i | i | i | 5 | i | i | -0.1 | i
Cc1ccc(C2=NN(CCC(=O)N3CCC4(CC3)OCCO4)C(=O)CC2)cc1 | 11 | 9 | 7 | i | i | i | -4 | i | i | -0.2 | i
SMILES | SKKanGAS inh | KLF5 inh | aSyn 5UTR inh | TRPC4 PAM | MrgX1 antagonist | TRPC4 inh | IEC-6 tox | TRPC6 inhibitor | TRPC4 act | HIF act | TRPC6 activator
CN(C)C(=O)Oc1ccc2nnc3ccnn3c2c1 | 1 | -6 | 6 | i | i | i | 3 | i | i | 0.8 | i
CCOC(=O)N1CCN(C(C)C(=O)c2c[nH]c3ccccc23)CC1 (stereo unspecified) | 3 | 4 | 21 | i | i | i | 6 | i | i | -0.4 | i
O=[N+]([O-])c1ccc(-[n+]2c(-c3ccccc3)cc(-c3ccccc3)cc2-c2ccccc2)cc1 | -5 | -27 | -1 | i | i | i | 3 | i | i | 0.2 | i
C/C=C/CC1(CC)C(=O)NC(=S)NC1=O | -4 | -10 | 10 | i | i | i | -7 | i | i | -0.1 | i
CC(C)(C)n1cc(C(=O)c2ccc3ccccc3c2O)cn1 | 9 | -87 | 6 | i | i | i | 2 | i | i | -0.4 | i
C=C1C(=O)O[C@@H]2C[C@@H](C)[C@H]3C=CC(=O)[C@]3(O)C[C@@H]12 | 1 | x | -117 | i | i | i | x | i | i | 2.7 | i
C[N+]1=C(/C=C/Nc2ccccc2)C(C)(C)c2ccccc21 | -4 | -7 | -93 | i | -4.9* | i | 5 | i | i | -0.4 | i
CC(=O)O[C@]1(C)C(=O)OC/C2=C/CN(C)CCC(OC(=O)[C@@](O)(C(C)O)C[C@H]1C)C2=O (stereo partly specified) | x | -9 | 3 | i | i | i | 2 | i | i | -0.7 | i
COc1c(C)cc(C(=O)C2CCCN(Cc3cnc(C)s3)C2)cc1C (stereo unspecified) | -18 | -18 | 6 | i | i | i | -2 | i | i | -0.1 | i
O=P(O)(O)Oc1ccccc1P(=O)(c1ccccc1)c1ccccc1 | -6 | -9 | 2 | i | i | i | 1 | i | i | -1.7 | i
Cc1cccc2c(CCN)c[nH]c12 | -4 | -36 | 11 | i | i | i | 5 | i | i | -0.8 | i
CC[C@@H]1C=CC=CC[C@H](C)[C@@H](O)[C@@H](C)C(=O)[C@H](C)[C@@H](O)[C@H](C)C(=O)[C@H](C)[C@@H](O)[C@H](C)C=CC(=O)O[C@H]2[C@@H](C)[C@@H](CC1)O[C@@]1(CC[C@@H](C)[C@@H](C[C@H](C)O)O1)[C@@H]2C | 2 | x | 36 | i | i | i | x | i | i | 0.5 | i
CCOC(=O)c1c(C)n(Cc2ccccc2)c2ccc(OCC(O)CNC(C)(C)C)cc12 (stereo unspecified) | 1 | -2 | 5 | i | -4.7* | i | -2 | i | i | -1.6 | i
CCN(CC)C(=O)c1ccc(N2C(=O)C3CC=C(Cl)CC3C2=O)cc1 (stereo unspecified) | -12 | -8 | 28 | i | i | i | 5 | i | i | 0.2 | i
COc1ccc2c3c1OC1C(O)C=CC4C(C2)[N+](C)(C)CCC341 (stereo unspecified) | 0 | -34 | -8 | i | i | i | 1 | i | i | -1.6 | i
O=C(N=Nc1c(O)[nH]c(=O)[nH]c1=O)C1COc2ccccc2O1 (stereo unspecified) | -1 | 5 | 4 | i | i | i | -1 | i | i | 0.1 | i
CC(=Nc1ccc2c(c1)CCC2)c1c(O)n(C)c(=O)n(C)c1=O | 19 | x | -7 | i | i | i | x | i | i | -1.6 | i
COc1ccc(CNC(C)Cc2cccs2)cc1 (stereo unspecified) | -1 | -28 | -5 | i | i | i | -5 | i | i | 0.3 | i
CCCS(=O)(=O)N1CCCC(C(=O)N2CCC3(CC2)OCCO3)C1 (stereo unspecified) | -1 | -6 | -7 | i | i | i | -2 | i | i | -0.7 | i
CP(C)(=O)CCC(=O)O | 3 | 8 | 4 | i | i | i | -7 | i | i | -0.1 | i
COc1nc(NC(C)C)nc(NC(C)C)n1 | 10 | 22 | 32 | i | i | i | -8 | i | i | 0.0 | i
COP(=O)(OC)Oc1ccc(C(O)C(Cl)(Cl)Cl)cc1 (stereo unspecified) | -12 | -33 | -38 | i | i | i | -4 | i | i | 0.0 | i
O=C1CCN(C(=O)Cc2ccccc2[N+](=O)[O-])CC1 | 1 | -9 | -2 | i | i | x | 6 | i | i | 0.3 | i
CCC(C)N1C(=O)/C(=C/c2ccc3c(c2)CCN3CCCCl)C(=O)NC1=S (stereo unspecified) | 11 | -10 | -27 | i | i | i | 0 | i | i | -1.6 | i
Cc1cc(NC(=O)CCl)no1 | -12 | -31 | -99 | i | i | i | 21 | i | i | -2.0 | i

Among those listed so far, these contain a nitro group on carbon.
SMILES | SKKanGAS inh | KLF5 inh | aSyn 5UTR inh | TRPC4 PAM | MrgX1 antagonist | TRPC4 inh | IEC-6 tox | TRPC6 inhibitor | TRPC4 act | HIF act | TRPC6 activator
O=[N+]([O-])c1ccc(-[n+]2c(-c3ccccc3)cc(-c3ccccc3)cc2-c2ccccc2)cc1 | -5 | -27 | -1 | i | i | i | 3 | i | i | 0.2 | i
O=C1CCN(C(=O)Cc2ccccc2[N+](=O)[O-])CC1 | 1 | -9 | -2 | i | i | x | 6 | i | i | 0.3 | i

Next results
SMILES | SKKanGAS inh | KLF5 inh | aSyn 5UTR inh | TRPC4 PAM | MrgX1 antagonist | TRPC4 inh | IEC-6 tox | TRPC6 inhibitor | TRPC4 act | HIF act | TRPC6 activator
C/C(=N\NC(=S)Nc1ccccc1)c1c(O)n(C)c(=O)n(C)c1=O | -10 | -11 | -34 | i | i | i | -1 | i | i | 1.3 | i
CC(Cc1ccccc1)NC(=O)/C=C/C(=O)O (stereo unspecified) | -16 | -13 | 13 | i | i | i | 1 | i | i | -0.2 | i
CN(Cc1ccccc1)C(=C(Cl)Cl)/C(=C1/NCCN1Cc1ccc(Cl)nc1)[N+](=O)[O-] | -11 | -12 | -35 | i | i | i | -4 | i | i | -0.3 | i
C=CCn1c(O)c(C(C)=NCCCn2ccnc2)c(=O)[nH]c1=O | -1 | -53 | 6 | i | i | i | 2 | i | i | 0.0 | i
C#C[C@@]1(O)CCC2C3CCC4=C/C(=N/OCC(=O)NC(CCC(N)=O)C(=O)O)CC[C@]4(C)C3CC[C@@]21C (stereo partly specified) | 3 | -47 | 5 | i | i | i | 0 | i | i | -8.9 | i
CN1CCN(c2nc(Cl)ncc2F)CC1 | 0 | -3 | 13 | i | i | i | 0 | i | i | -0.5 | i
Cn1c(O)c(C=NC2CCCCC2)c(=O)[nH]c1=S | -4 | -23 | -14 | i | i | i | 2 | i | i | 0.0 | i
